Compound activity deposited in PubChem by several laboratories.
Scp1 inh = blocks human Scp-1 phosphatase activity. Q9GZU7. Recombinant Scp1, phosphopeptide, malachite green phosphate absorbance. inhibition, % at 20 µM. actives 0.88% (n = 340,000). AID 493091;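 active = inhibition above about 50% at 20 µM, limit read from the data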;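 note: plate controls were DMSO wells with enzyme for no effect and wells lacking enzyme for full effect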
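Times: enzyme reaction 45 min at room temperature, colour 5 min, stabilisation 30 min. Material: SCP-1 catalytic fragment, aa 76-261. Medium: Acidic Tris acetate buffer with magnesium and detergent. Signal: colorimetric free-phosphate detection, absorbance 630 nm. Read-out basis: % inhibition of SCP-1 phosphate liberation. Reagent: Phosphorylated 17-residue peptide substrate.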
STEP block = inhibitors of human striatal-enriched phosphatase STEP. recombinant STEP, OMFP fluorogenic substrate, fluorescence. AID 588621. actives 0.25% (n = 360,000). P54829. inhibition, % at 20 µM;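 active = inhibition at 20 µM, scaled per plate between control wells, above about 37%, limit read from the data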;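 note: 0% = DMSO with enzyme and substrate and 100% = substrate only without enzyme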
Target sequence (P54829 whole entry, looked up): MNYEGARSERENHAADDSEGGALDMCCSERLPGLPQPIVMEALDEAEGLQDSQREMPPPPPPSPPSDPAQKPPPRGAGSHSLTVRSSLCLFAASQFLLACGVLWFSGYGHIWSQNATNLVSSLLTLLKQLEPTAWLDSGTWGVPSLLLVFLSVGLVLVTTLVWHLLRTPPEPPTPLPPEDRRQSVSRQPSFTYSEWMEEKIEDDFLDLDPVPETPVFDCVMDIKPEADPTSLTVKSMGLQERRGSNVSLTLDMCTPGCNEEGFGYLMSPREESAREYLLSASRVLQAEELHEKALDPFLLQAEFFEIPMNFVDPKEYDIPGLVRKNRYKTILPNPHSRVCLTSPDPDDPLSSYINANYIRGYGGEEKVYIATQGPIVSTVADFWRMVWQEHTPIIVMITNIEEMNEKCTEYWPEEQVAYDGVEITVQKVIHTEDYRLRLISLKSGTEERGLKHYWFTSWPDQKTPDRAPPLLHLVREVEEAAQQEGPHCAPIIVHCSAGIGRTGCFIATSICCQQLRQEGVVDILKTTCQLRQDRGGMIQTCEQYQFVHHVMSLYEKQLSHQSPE
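Test system: STEP tyrosine phosphatase / Reagent: OMFP at 25 µM / Doses: 20 µM, 1% DMSO / Read-out: percent inhibition scaled to no-enzyme and uninhibited-enzyme controls, plate-pattern corrected / Detection: FITC-channel fluorescence of OMFP product / Medium: Bis-Tris buffer pH 6.0, 2.5 mM DTT, 0.005% Tween 20 / Schedule: 20 min at room temperature, dark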
CSN deneddyl inh = blocks human CSN-mediated cullin deneddylation; Purified CSN, SCF-Nedd8-OG deneddylation, fluorescence polarization; actives 0.38% (n = 360,000); inhibition, % at 12.5 µM;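 active = pattern-corrected inhibition above about 35%, with an unprinted fluorescence ratio check between 0.5 and 1.5, limit read from the data, passing the limit was not always enough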;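 note: 0% = enzyme with substrate and 100% = substrate without enzyme; some results filed as inactive read as strong as hits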
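Test system: purified human Csn5 enzyme expressed in HEK293T cells. Amount: 0.24 nM enzyme. Reagent: SCFSkp2-Nedd8OG substrate at 10 nM final. Schedule: 90 min incubation of compound, enzyme and substrate at room temperature. Detection: fluorescence polarization. Read-out: % inhibition of substrate cleavage by Csn5.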
NadD block = NadD (S. aureus) enzyme inhibition; purified NadD enzyme, colorimetric absorbance read-out; inhibition, % at 20 µM; actives 0.78% (n = 360,000); in the data active = inhibition above about 26%; note: some compounds past the cut are filed as inactive
LMPTP block = LMPTP (human) inhibition. recombinant LMPTP-A, OMFP fluorogenic substrate, fluorescence intensity. inhibition, % at 20 µM. actives 0.22% (n = 360,000);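 active = compounds that cut the enzyme signal by at least half of the control window in the single-dose screen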;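 note: plate controls were DMSO wells with enzyme plus substrate for no effect and substrate without enzyme for full effect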
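Assay system: LMPTP-A enzyme. Input: 0.625 nM LMPTP-A final. Probe or stimulus: 400 µM OMFP. Compound dosing: single 20 µM dose. Schedule: 50 min dark incubation at room temperature. Detection: fluorescence intensity of OMFP turnover product. Read-out: percent inhibition versus substrate-only and uninhibited controls. Benchmarks: no-enzyme low control, uninhibited high control.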
Tb MetRS inh = Trypanosoma brucei MetRS inhibition; purified T. brucei MetRS, ATP depletion, Kinase-Glo luminescence; AID 624268; actives 0.4% (n = 360,000); inhibition, % at 11.9 µM;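 active = inhibition above a per-plate cutoff of the control wells' mean inhibition plus 3 SD, cut at about 5.5% in these data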;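 note: 0% = DMSO wells median and 100% = median of wells with control inhibitor compound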
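Dosing: 11.9 µM compound single dose, 0.9% DMSO; Assay system: purified T. brucei MetRS enzyme; Measured by: Kinase-Glo luciferase luminescence reporting remaining unconsumed ATP; Schedule: 15 min plus 2 h at 25 °C.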
DNMT1 inh = blocks human DNA methyltransferase DNMT1 | P26358 | DNMT1 molecular beacon, Hinp1I cleavage, fluorescence | inhibition (reported as % activation of signal), % at 10 µM | actives 0.83% (n = 360,000) | AID 588458; in the data active = inhibition above about 50%
PABP1 MLLE inh = blocks PAM2 peptide binding to the PABP1 MLLE domain. P11940. GST-MLLE / FITC-PAM2 fluorescence polarization. inhibition, % at 20 µM. actives 0.36% (n = 360,000). AID 588489; in the data active = inhibition above about 35%, passing the limit was not always enough;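 note: plate controls were DMSO wells with GST-MLLE for no effect and wells lacking GST-MLLE protein for full effect; some results filed as inactive read as strong as hits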
Rpn11 block = Rpn11 (human) deubiquitinase inhibition; calls only at 20 µM; actives 0.59% (n = 360,000); O00487; human 26S proteasome, Ub4-pepOG fluorescence polarization; 20S core pre-blocked with epoxomicin;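 active = inhibition at 20 µM, scaled to each plate's controls, above about 33%, limit read from the data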
Target sequence (O00487 whole entry, looked up): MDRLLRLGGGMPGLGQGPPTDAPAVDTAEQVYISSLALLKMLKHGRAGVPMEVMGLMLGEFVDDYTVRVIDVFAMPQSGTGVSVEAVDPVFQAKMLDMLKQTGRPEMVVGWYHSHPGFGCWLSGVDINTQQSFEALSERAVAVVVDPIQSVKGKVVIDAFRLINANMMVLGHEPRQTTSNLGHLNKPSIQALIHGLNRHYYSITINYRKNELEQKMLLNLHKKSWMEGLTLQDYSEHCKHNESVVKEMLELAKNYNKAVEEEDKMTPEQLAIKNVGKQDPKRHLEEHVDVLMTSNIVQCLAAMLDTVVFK
SUMO1-SIM PPI = modulators of human SUMO1-mediated protein-protein interactions. SUMO1 binding to a labelled peptide, TR-FRET, 1 h. inhibition, % at 20 µM. actives 0.33% (n = 360,000). AID 602429; in the data active = inhibition above about 37%
Target sequence (P63165 whole entry, looked up): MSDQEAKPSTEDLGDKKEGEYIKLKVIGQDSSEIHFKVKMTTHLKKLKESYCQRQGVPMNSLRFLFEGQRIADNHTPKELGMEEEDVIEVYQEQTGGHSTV
* = called active by the depositor; i = inactive; nt = not tested or not shown; + = active, no number.

1: O=C(Oc1c(-c2ccccc2Cl)oc2ccccc2c1=O)c1ccc(Cl)cc1
2: Cc1cc(=O)n2c(C(=O)Nc3ccc(C(=O)OC(C)C)cc3)c(C(=O)Nc3ccccc3)sc2n1
3: Cc1cc(C)n(CCNS(=O)(=O)c2ccccc2)n1
4: CCN(CC)C(=O)C1=C(C)N(Cc2ccc(C(C)(C)C)cc2)C(=O)C(CC(=O)NC(c2ccccc2)c2ccccc2)C1 (centres undefined)
5: CN(CCCN1CCOCC1)C(=O)c1cc(COc2ccc(F)cc2F)on1
assay / entry	1	2	3	4	5
Scp1 inh	-10	-14	-6	nt	-11
STEP block	1	6	-1	1	0
CSN deneddyl inh	1	4	4	+	-1
NadD block	-4	3	0	8	-4
LMPTP block	2.9	-0.4	-1.1	4.6	-2.1
Tb MetRS inh	0.0	-0.3	0.5	-2.5	0.2
DNMT1 inh	-3	24	0	-23	1
PABP1 MLLE inh	4	19	-6	2	18
Rpn11 block	i	i	i	i	i
SUMO1-SIM PPI	3	-3	7	-3	-3

6: C/C(Cc1ccccc1)=N\NC(=O)CNC(=O)COc1ccccc1
7: CC(C)CNc1c(N)c(=O)oc2ccccc12
8: Cc1ccc(S(=O)(=O)NC(=O)C2(C)CCN2C(=O)c2ccccc2CCc2ccccc2)cc1 (centres undefined)
9: C=CCN(CC=C)CCCOc1ccccc1C(=O)OC
10: Cn1cncc1C#Cc1ccc2cc(CCO)oc(=O)c2c1
assay / entry	6	7	8	9	10
Scp1 inh	4	-3	nt	-6	-5
STEP block	2	0	-2	-1	-2
CSN deneddyl inh	-2	2	3	0	2
NadD block	-2	3	4	5	0
LMPTP block	-0.3	-3.6	-0.5	0.5	2.4
Tb MetRS inh	-0.5	-0.3	-0.3	-0.5	-0.2
DNMT1 inh	3	1	3	-1	-1
PABP1 MLLE inh	-4	4	-4	-12	-18
Rpn11 block	i	i	i	i	i
SUMO1-SIM PPI	4	-7	3	2	-15

11: NC(=O)c1cccc(Nc2nc(C(N)CCc3ccccc3)cs2)n1 (centres undefined)
12: CC(=O)C1=C(O)C(=O)N(c2ccc(Br)cc2)C1c1ccccc1[N+](=O)[O-] (centres undefined)
13: Cc1ccc(C(=O)Oc2coc(CSc3nnc(NC(=O)C4CC4)s3)cc2=O)cc1
14: COC(=O)C1=NNC(C(=O)OC)C1c1ccccc1 (centres undefined)
15: C/C(CC(=O)Nc1cc(Cl)ccc1Cl)=N\NC(=O)COc1cccc(C)c1
assay / entry	11	12	13	14	15
Scp1 inh	nt	-8	-2	0	-2
STEP block	6	-2	-4	0	0
CSN deneddyl inh	4	2	-17	2	-6
NadD block	1	1	0	2	-4
LMPTP block	0.8	-1.0	0.6	-1.7	0.8
Tb MetRS inh	0.0	-1.1	0.2	-0.3	-0.4
DNMT1 inh	-11	0	2	0	-4
PABP1 MLLE inh	0	7	10	3	-7
Rpn11 block	i	i	i	i	i
SUMO1-SIM PPI	4	-16	-5	5	-6

16: COc1ccc(C(c2nnnn2CC2CCCO2)N2CCC(C(N)=O)CC2)cc1 (centres undefined)
17: CCC(C)N(C(=O)c1csnn1)C(C(=O)NCc1ccc(F)cc1)c1ccccc1 (centres undefined)
18: CS(=O)(=O)N1CCCC(C(=O)c2cccc(Cl)c2)C1 (centres undefined)
19: CCc1cccc(NC(=O)CN(c2ccc(C)cc2)S(=O)(=O)c2c(C)noc2C)c1
20: CCC(=O)NC(=S)Nc1ccc(NC(=O)c2cccc([N+](=O)[O-])c2C)cc1
assay / entry	16	17	18	19	20
Scp1 inh	-9	-1	-6	-14	-12
STEP block	-3	0	1	0	-3
CSN deneddyl inh	-4	8	7	-1	-15
NadD block	-2	4	-2	-8	-6
LMPTP block	-1.8	1.4	-0.3	4.4	0.2
Tb MetRS inh	0.4	-0.4	-0.8	-0.4	0.2
DNMT1 inh	1	-12	5	2	2
PABP1 MLLE inh	-6	5	-6	2	13
Rpn11 block	i	i	i	i	i
SUMO1-SIM PPI	1	0	3	-3	1

21: CN1CCN(c2ccc([N+](=O)[O-])cc2NC(=O)c2cccs2)CC1
22: Cn1ncc(Br)c1C(=O)NCc1cccs1
23: OCC1(CCOc2ccccc2)CCN(Cc2ccncc2)CC1
24: O=C(COc1ccccc1Br)NCCc1nc2ccccc2[nH]1
25: Cc1ccc(CNc2ccc(O)cc2)cc1
assay / entry	21	22	23	24	25
Scp1 inh	1	-7	-1	-12	-7
STEP block	0	-2	-1	-4	8
CSN deneddyl inh	4	2	1	12	38*
NadD block	1	-2	7	-1	11
LMPTP block	1.0	-0.9	-2.8	-1.0	18
Tb MetRS inh	-0.4	-0.3	-0.5	1.9	0.7
DNMT1 inh	4	2	1	-5	-6
PABP1 MLLE inh	1	7	-10	-8	12
Rpn11 block	i	i	i	i	i
SUMO1-SIM PPI	-35	0	2	3	68*

26: CS(=O)(=O)c1cnc(-c2ccccc2)nc1Oc1ccc(Cl)cc1
27: O=C1CC(NNC(=O)c2cccc(F)c2)C(=O)N1 (centres undefined)
28: Cn1c(-c2ccc(C(F)(F)F)cc2)cc2onc(-c3ccccc3)c2c1=O
29: CCOC(=O)C1CCN(S(=O)(=O)c2ccc3c(ccn3C)c2)CC1
30: CCN(CC(=O)Nc1ccc2c(c1)OCCO2)c1ccc(S(=O)(=O)N2CCOCC2)cn1
assay / entry	26	27	28	29	30
Scp1 inh	-21	-11	-6	-7	-2
STEP block	-1	2	-1	-3	1
CSN deneddyl inh	-1	2	15	3	2
NadD block	-10	-1	-1	-7	0
LMPTP block	-4.8	-2.3	-1.1	0.6	-0.2
Tb MetRS inh	-0.2	0.1	-0.2	-0.3	0.7
DNMT1 inh	5	2	4	-5	-1
PABP1 MLLE inh	7	-3	-5	6	7
Rpn11 block	i	i	i	i	i
SUMO1-SIM PPI	-4	1	13	4	7

31: COc1ccc(NC(=O)C2(c3ccc(NC(=O)c4ccc(OC)cc4)cc3)CCCC2)cc1
32: COc1ccc2nc(-n3c(O)c(C4=c5ccccc5=NC4=O)[nH]c3=S)sc2c1
33: O=C(NC(c1ccccc1)c1ccc2ccccc2n1)C1CCN(Cc2ccc(Oc3ccccc3)cc2)CC1 (centres undefined)
34: CC1CCCCN1C(=O)COC(=O)Cc1c[nH]c2ccccc12 (centres undefined)
35: O=C(CC1NCCc2ccccc21)Nc1ccccc1 (centres undefined)
36: COC(=O)c1sccc1Oc1ccc(F)cc1[N+](=O)[O-]
37: CCCCn1c(SCC(=O)Nc2nccs2)nc2ccccc2c1=O
assay / entry	31	32	33	34	35	36	37
Scp1 inh	-8	85*	nt	-18	-11	0	-13
STEP block	-1	3	-2	-3	1	-3	-2
CSN deneddyl inh	-19	14	6	1	-12	-2	0
NadD block	10	52*	2	-3	-8	-3	-4
LMPTP block	-0.1	15	2.6	-1.1	-1.0	-0.1	-1.5
Tb MetRS inh	0.3	-0.7	-0.1	0.0	-0.5	-0.5	0.2
DNMT1 inh	15	0	-7	-1	3	-4	10
PABP1 MLLE inh	8	14	0	-22	-7	-20	0
Rpn11 block	i	i	i	i	i	i	i
SUMO1-SIM PPI	2	10	-1	2	1	-11	-4

Compounds 28 to 37, reprinted for reference:
28: Cn1c(-c2ccc(C(F)(F)F)cc2)cc2onc(-c3ccccc3)c2c1=O
29: CCOC(=O)C1CCN(S(=O)(=O)c2ccc3c(ccn3C)c2)CC1
30: CCN(CC(=O)Nc1ccc2c(c1)OCCO2)c1ccc(S(=O)(=O)N2CCOCC2)cn1
31: COc1ccc(NC(=O)C2(c3ccc(NC(=O)c4ccc(OC)cc4)cc3)CCCC2)cc1
32: COc1ccc2nc(-n3c(O)c(C4=c5ccccc5=NC4=O)[nH]c3=S)sc2c1
33: O=C(NC(c1ccccc1)c1ccc2ccccc2n1)C1CCN(Cc2ccc(Oc3ccccc3)cc2)CC1 (centres undefined)
34: CC1CCCCN1C(=O)COC(=O)Cc1c[nH]c2ccccc12 (centres undefined)
assay / entry	28	29	30	31	32	33	34
Scp1 inh	-6	-7	-2	-8	85*	nt	-18
STEP block	-1	-3	1	-1	3	-2	-3
CSN deneddyl inh	15	3	2	-19	14	6	1
NadD block	-1	-7	0	10	52*	2	-3
LMPTP block	-1.1	0.6	-0.2	-0.1	15	2.6	-1.1
Tb MetRS inh	-0.2	-0.3	0.7	0.3	-0.7	-0.1	0.0
DNMT1 inh	4	-5	-1	15	0	-7	-1
PABP1 MLLE inh	-5	6	7	8	14	0	-22
Rpn11 block	i	i	i	i	i	i	i
SUMO1-SIM PPI	13	4	7	2	10	-1	2

35: O=C(CC1NCCc2ccccc21)Nc1ccccc1 (centres undefined)
36: COC(=O)c1sccc1Oc1ccc(F)cc1[N+](=O)[O-]
37: CCCCn1c(SCC(=O)Nc2nccs2)nc2ccccc2c1=O
assay / entry	35	36	37
Scp1 inh	-11	0	-13
STEP block	1	-3	-2
CSN deneddyl inh	-12	-2	0
NadD block	-8	-3	-4
LMPTP block	-1.0	-0.1	-1.5
Tb MetRS inh	-0.5	-0.5	0.2
DNMT1 inh	3	-4	10
PABP1 MLLE inh	-7	-20	0
Rpn11 block	i	i	i
SUMO1-SIM PPI	1	-11	-4
